Assay outcomes from PubChem.
FN deposition inh = inhibitors of fibronectin matrix deposition, primary screen, AH1F cells, Alexa488-fibronectin fluorescence, plate reader. AH1F fibroblasts, overnight. inhibition, % at 12.6 µM. 0.086% of 350,000 active;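 active = mean inhibition across replicates of 30% or more, regardless of how many single replicates reach that level; inconclusive = mean under 30% yet at least half of replicates reach 30%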;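 note: positive control wells lacked labelled fibronectin entirely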
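Assay system: AH1F fibroblasts / Quantity: 10000 cells per well / Medium: DMEM plus 2% serum, read in PBS / Reagent: labelled fibronectin 24 nM / Dosing: single dose, pinned / Times: 1 h cell attachment, overnight exposure to compound and label / Signal: fluorescence, ex 485 nm, em 525 nm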
miR-122 sensor = miR-122 Renilla sensor signal increase in Huh7, primary screen, miR-122 inhibitor project, cell-based, single point, plate reader; 0.3% of 340,000 active; activation (reporter increase), % at 12.5 µM; Huh7 miR-122 Renilla luciferase sensor, 48 h; neutral wells = 0, positive control = 100;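 active = mean replicate activation score at least 90 and every replicate individually at or above 90; inconclusive = only one of the two criteria met; inactive = neither criterion met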;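 note: higher luciferase means less miR-122 activity so hits act as miR-122 inhibitors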
GSIS activator = GLuc luminescence reporter in INS-1E cells, primary screen for activators of glucose-dependent secretion of insulin | INS-1E GLuc reporter insulin secretion, 2-3 h | AID 743287, 2014 | 0.61% of 370,000 active | activation, % at 16.6 µM;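 active = lowest replicate activation of at least 40%, so every replicate reaches that level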;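 note: 0% = median of neutral control wells and 100% = median of IBMX positive control wells; some compounds called inactive have numbers as strong as hits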
CFTR F508del cor = F508del CFTR correction, initial screen, CFBE line, single point | CFBE cells, YFP halide quenching; stimulated with forskolin plus potentiator P3; % fluorescence drop versus neutral controls | activity (quench increase), % at 7.58 µM | 0.36% of 350,000 active;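 active = mean added fluorescence quench of at least 8% versus neutral control, with both replicates also reaching 8%; inconclusive = only one of the mean or replicate conditions met; inactive = mean below 8% and not both replicates reaching 8%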;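 note: cells transiently co-express mutant CFTR-F508del with the halide-sensitive YFP; corrector assay measuring rescue of mutant channel to the surface after 24 h compound exposure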
DENV2 CPE = inhibitors of DENV2 cytopathic effect, primary screen, cell-based, plate reader, single concentration | DENV2-infected cells, cytopathic effect rescue | AID 651640, 2012 | CPE inhibition, % at 9.99 µM | 1.7% of 350,000 active; in the data active = CPE inhibition above about 20%, passing the limit was not always enough; inconclusive = no clear call, values can overlap the other calls; tested in BHK-21 cells;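 note: 0% = median of neutral control wells and 100% = median of positive control wells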
PAX8 reporter = inhibitors of PAX8-driven TPO luciferase reporter, primary screen, RMG-I cells, single concentration; SteadyGlo, 24 h; inhibition, % at 12.6 µM; 1.2% of 360,000 active;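 active = mean replicate inhibition at least 60% with every replicate also reaching 60%; inconclusive = only one of the two criteria is met; inactive = mean below 60% and not all replicates reaching 60%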;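 note: luciferase light reporting Pax8 driven TPO promoter activity; plate controls were median of neutral control wells for no effect and mitoxantrone controls for full effect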
EWS-Fli inh = EWS/Fli-driven NR0B1 reporter inhibitors, primary screen, A673 cells, NR0B1 luciferase, luminescence, MLPCN library | viability-normalised | inhibition, % at 12.6 µM | 0.67% of 350,000 active;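 active = mean inhibition of at least 50% after viability correction, with every replicate also passing that limit; inconclusive = mean reaches 50% but only one of two replicates passes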;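 note: firefly luciferase signal divided by Alamar Blue viability fluorescence both relative to DMSO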
The depositor's hits bear a star; ? = inconclusive; nt = not tested or not shown; [ ] = another dose, or the depositor's remark.

Preview, six compounds:
#1 COC(=O)c1ccccc1NC(=O)CN1CCC(NC(=O)c2ccc(C)cc2)CC1
#2 CO[C@H]1CN(C)C(=O)c2cc(NS(=O)(=O)CC(F)(F)F)ccc2OC[C@@H](C)N(Cc2ccccn2)C[C@H]1C
#3 C[C@H]1CN([C@@H](C)CO)C(=O)c2cc(NS(C)(=O)=O)ccc2O[C@@H]1CN(C)Cc1ccc(-c2ccccc2)cc1
#4 CCOc1ccc(NC(=O)CC2C(=O)N(c3ccc(OC)cc3)C(=S)N2Cc2ccccn2)cc1 (stereo not drawn)
#5 CCN(CC)S(=O)(=O)c1cc(NC(=O)C(C)N(C)CC(=O)Nc2c(C)cccc2C)ccc1C (stereo not drawn)
#6 Cc1ccc2nc(-c3ccc(C#N)cc3)c(Cc3cccc(F)c3)n2c1
Assay by compound	1	2	3	4	5	6
miR-122 sensor	2	nt	1[16.7 µM]	22	-7	nt
PAX8 reporter	9	0	-7	-6	19	-16
EWS-Fli inh	nt	-5	8	-3	nt	-47
FN deposition inh	2	-3	4	2	1	0
GSIS activator	-18	3	2	nt	-31	12
DENV2 CPE	nt	0	0	0	nt	-1
CFTR F508del cor	nt	0.6	-4.8	-1.4	nt	0.9

The list itself, repeating the preview:
#1 COC(=O)c1ccccc1NC(=O)CN1CCC(NC(=O)c2ccc(C)cc2)CC1
#2 CO[C@H]1CN(C)C(=O)c2cc(NS(=O)(=O)CC(F)(F)F)ccc2OC[C@@H](C)N(Cc2ccccn2)C[C@H]1C
#3 C[C@H]1CN([C@@H](C)CO)C(=O)c2cc(NS(C)(=O)=O)ccc2O[C@@H]1CN(C)Cc1ccc(-c2ccccc2)cc1
#4 CCOc1ccc(NC(=O)CC2C(=O)N(c3ccc(OC)cc3)C(=S)N2Cc2ccccn2)cc1 (stereo not drawn)
#5 CCN(CC)S(=O)(=O)c1cc(NC(=O)C(C)N(C)CC(=O)Nc2c(C)cccc2C)ccc1C (stereo not drawn)
#6 Cc1ccc2nc(-c3ccc(C#N)cc3)c(Cc3cccc(F)c3)n2c1
#7 CCc1nc2ccc(C(=O)N(C)Cc3ccco3)cn2c1N(C)C(=O)Cc1ccccc1
#8 CCC(C(=O)N1CCN(S(=O)(=O)c2sc(C(=O)O)c(C)c2C(=O)O)CC1)c1ccccc1 (stereo not drawn)
Assay by compound	1	2	3	4	5	6	7	8
miR-122 sensor	2	nt	1[16.7 µM]	22	-7	nt	-5	nt
PAX8 reporter	9	0	-7	-6	19	-16	-13	-1
EWS-Fli inh	nt	-5	8	-3	nt	-47	-10	-14
FN deposition inh	2	-3	4	2	1	0	3	-2
GSIS activator	-18	3	2	nt	-31	12	18	nt
DENV2 CPE	nt	0	0	0	nt	-1	-9	-6
CFTR F508del cor	nt	0.6	-4.8	-1.4	nt	0.9	-0.2	-1.3

#9 CC(C)c1ccc(NC(=O)Cn2ncn3c(cc4ccccc43)c2=O)cc1
#10 COc1cccc(C#Cc2cnc3c(c2)C(=O)N([C@@H](C)CO)C[C@@H](C)[C@H](CN(C)C(=O)C2CC2)O3)c1
#11 CCCn1c2ccccc2c2cnn(CC(=O)NC3CCC(C)CC3)c(=O)c21 (stereo not drawn)
#12 C[C@H](NC(=O)[C@H]1[C@H](CO)[C@H]2Cn3c(cccc3=O)[C@H]2N1CCC(F)(F)F)c1ccccc1
#13 CCC(Sc1nc2sc(C(=O)OC)c(C)c2c(=O)n1N)C(=O)N(CC)CC (stereo not drawn)
#14 O=C(Cc1ccccn1)N1CC(=O)N2[C@H](CO)[C@@H](c3ccc(C#CC4CC4)cc3)[C@H]2C1
#15 Nc1c(O)cccc1C(=O)O
#16 C[C@H]1CN([C@@H](C)CO)S(=O)(=O)c2ccc(-c3cncnc3)cc2O[C@H]1CN(C)C(=O)c1ccc2c(c1)OCO2
Assay by compound	9	10	11	12	13	14	15	16
miR-122 sensor	-2	-7[16.7 µM]	nt	2[16.7 µM]	4	nt	0	9[16.7 µM]
PAX8 reporter	3	nt	5	0	-3	-32	-7	nt
EWS-Fli inh	nt	9	2	6	nt	7	-36	2
FN deposition inh	3	nt	-6	-7	9	nt	0	-4
GSIS activator	-14	-8	-2	1	nt	9	nt	-8
DENV2 CPE	-1	-8	-3	2	nt	7	-6	19
CFTR F508del cor	-1.5	3.0	2.5	-0.6	nt	-5.5	-2.2	1.3

#17 C=CCn1c(Oc2cccc(C)c2)nc2c1c(=O)n(C)c(=O)n2C
#18 NC(=O)CSc1nnc(Cn2c(=O)sc3ccccc32)n1CCc1ccccc1
#19 CCOC(=O)c1[nH]c2ccccc2c1NC(=S)Nc1ccccc1
#20 CCC(CC)C(=O)Nc1cccc(C(=O)N2CCOCC2)c1
#21 COc1ccccc1NC(=O)CSc1nccc(=O)[nH]1
#22 COc1ccc(-c2cn(CCC(=O)O)c(C)n2)cc1
#23 CCCCNC(=S)N1CCN(c2ccccc2Cl)CC1
#24 CCS(=O)(=O)N1CCN=C1SCc1cccnc1
Assay by compound	17	18	19	20	21	22	23	24
miR-122 sensor	1	-2	2	3	15	-1	nt	nt
PAX8 reporter	-6	4	-6	nt	nt	-22	22	4
EWS-Fli inh	8	2	-43	nt	4	1	9	6
FN deposition inh	6	7	-2	nt	nt	2	7	-5
GSIS activator	37	17	-1	2	-7	-7	-26	2
DENV2 CPE	-5	2	-3	12	8	5	5	-1
CFTR F508del cor	-0.7	-5.4	-0.6	nt	-0.2	-2.2	1.8	5.5

#25 Cc1cccc(C(=O)NNC(=O)c2ccccc2)c1
#26 Cc1noc(C)c1S(=O)(=O)Nc1ccc2c(c1)C(=O)N([C@H](C)CO)C[C@H](C)[C@@H](CN(C)C(=O)NC1CCCCC1)OCCCC[C@@H](C)O2
#27 Cc1ccc(-c2nnn(CC(=O)N(c3cccc(F)c3)C(C(=O)NC(C)(C)C)c3ccco3)n2)o1 (stereo not drawn)
#28 CCS(=O)(=O)N1CCC(C(=O)Nc2ccccc2OC)CC1
#29 CO[C@H]1CN(C)C(=O)c2cc(NC(=O)Cc3ccccc3)ccc2OC[C@@H](C)N(C(=O)c2ccccc2F)C[C@H]1C
#30 CC12CCC(=O)N1C(C(=O)N1CCN(c3cccc(Cl)c3)CC1)CS2 (stereo not drawn)
#31 Cc1ccc(N2C(=O)CC(C)(C)CC2=O)cc1Cl
#32 C/C=N/NC(=O)CCNC(=O)c1ccccc1
Assay by compound	25	26	27	28	29	30	31	32
miR-122 sensor	nt	4[16.7 µM]	-3	-1	nt	0	1	nt
PAX8 reporter	-31	-1	10	4	-12	-4	0	16
EWS-Fli inh	nt	-9	11	3	1	-2	7	nt
FN deposition inh	-3	nt	-2	-3	-10	-8	2	5
GSIS activator	5	9	-13	17	-11	0	-5	-21
DENV2 CPE	nt	2	1	0	3	-2	-2	nt
CFTR F508del cor	nt	-0.2	-1.0	1.4	0.5	0.6	2.4	nt

An excerpt from above in order of their number in GSIS activator, largest number first.
no. | smiles | miR-122 sensor | GSIS activator | DENV2 CPE | CFTR F508del cor
28 | CCS(=O)(=O)N1CCC(C(=O)Nc2ccccc2OC)CC1 | -1 | 17 | 0 | 1.4
25 | Cc1cccc(C(=O)NNC(=O)c2ccccc2)c1 | nt | 5 | nt | nt
30 | CC12CCC(=O)N1C(C(=O)N1CCN(c3cccc(Cl)c3)CC1)CS2 (stereo not drawn) | 0 | 0 | -2 | 0.6
29 | CO[C@H]1CN(C)C(=O)c2cc(NC(=O)Cc3ccccc3)ccc2OC[C@@H](C)N(C(=O)c2ccccc2F)C[C@H]1C | nt | -11 | 3 | 0.5
32 | C/C=N/NC(=O)CCNC(=O)c1ccccc1 | nt | -21 | nt | nt

Carrying on.
#33 CCCN1C[C@@H](C)[C@@H](OC)CN(C)C(=O)c2cc(NC(=O)C3CCC3)ccc2OC[C@H]1C
#34 Cc1ccc(Br)cc1S(=O)(=O)Nc1cccnc1
#35 O=C(CSc1nc(=O)n2cc(Cl)ccc2n1)Nc1ccc2c(c1)OCCO2
#36 CCc1nc2ccc(C(=O)NCc3ccccc3OC)cn2c1N(C=O)CCC(C)C
#37 N#Cc1cccc(NC(=O)CNC(=O)Cc2ccccc2)c1
#38 COC(=O)c1c(C)cc(C)c2c1CC(C)(C)C2=O
#39 COCC(=O)Nc1ccc2c(c1)C(=O)N(C)[C@@H]1CC[C@H](CC(=O)NCC(F)(F)F)O[C@H]1CO2
#40 COc1cccc(-c2nc(N3CCCCC3C)c3ccccc3n2)c1O (stereo not drawn)
Assay by compound	33	34	35	36	37	38	39	40
miR-122 sensor	22[16.7 µM]	72	nt	1	7	nt	-22[16.7 µM]	2
PAX8 reporter	-15	1	-11	3	25	-21	3	1
EWS-Fli inh	5	0	-14	-7	-1	3	-7	nt
FN deposition inh	3	5	-9	nt	8	1	-3	2
GSIS activator	1	28	8	19	-10	12	8	nt
DENV2 CPE	nt	2	-2	-7	4	7	11	nt
CFTR F508del cor	3.5	-1.6	4.7	-1.5	0.4	0.8	-0.1	nt

#41 O=C(NCc1cccc(C(F)(F)F)c1)C1CC(c2ccccc2C(F)(F)F)=NO1 (stereo not drawn)
#42 COc1ccc(NC(=O)Nc2ccc3c(c2)C(=O)N([C@@H](C)CO)C[C@H](C)[C@@H](CN(C)C(=O)Nc2c(C)noc2C)OCCCC[C@H](C)O3)cc1
#43 CCc1ccc(OCC2c3cc(OC)c(OC)cc3CCN2C(=S)NCCOC)cc1 (stereo not drawn)
#44 COc1ccccc1C(=O)N1C[C@H]2[C@@H](c3ccccc31)[C@H](CO)N2C(=O)C1CCCC1
#45 CCOCCCNC(=O)CN1CCN(Cc2ccc(Cl)cc2)C1=O
#46 S=C(CN1CCCC1=S)N1CCOCC1
#47 CCOC(=O)c1cnn(CCOC(=O)Cc2cccs2)c1NC(=O)Cc1cccs1
#48 CCOC(=O)C1CCN(C(=O)CN(C)S(=O)(=O)c2ccc3c(c2)c(=O)n(C)c(=O)n3C)CC1
Assay by compound	41	42	43	44	45	46	47	48
miR-122 sensor	22	0[16.7 µM]	12	-20[16.7 µM]	-3	-1	5	-7
PAX8 reporter	19	nt	13	-3	7	10	nt	2
EWS-Fli inh	16	-1	27	8	7	-7	nt	nt
FN deposition inh	3	7	9	12	-1	1	1	-4
GSIS activator	-17	-22	-10	-9	-6	nt	18	7
DENV2 CPE	-1	7	1	4	2	0	nt	13
CFTR F508del cor	2.5	1.0	nt	4.8	-2.9	-0.7	nt	-1.4

Looked up above:
miR-122 sensor, compound 43 : 12
EWS-Fli inh, compound 41 : 16
CFTR F508del cor, compound 44 : 4.8
miR-122 sensor, compound 47 : 5
PAX8 reporter, compound 46 : 10

(list continues)
#49 Cc1ccc(OCCCN2C(=O)C(=O)c3cc(C)ccc32)cc1
#50 CC1CCN(C(=O)c2[nH]cnc2C(=O)NCc2ccc(CNC(=O)OC(C)(C)C)cc2)CC1
#51 NC(=O)CCC(C(=O)O)N1C(=O)C2C3CCC(C3)C2C1=O (stereo not drawn)
#52 CCC(C(=O)Nc1ccccn1)c1ccccc1 (stereo not drawn)
#53 COCCCNC(=O)CCNS(=O)(=O)c1ccc(C)cc1
#54 Cn1cc(CNC(=O)C2CCCCC2)cn1
#55 CN(CC(=O)Nc1cccc(F)c1)C(=O)c1cc(-c2cccs2)nn1-c1ccccc1
Assay by compound	49	50	51	52	53	54	55
miR-122 sensor	-20	-5	-3	nt	-10	-30	nt
PAX8 reporter	12	5	7	-7	nt	nt	10
EWS-Fli inh	11	-5	5	3	nt	-3	3
FN deposition inh	-6	-3	-8	-2	-3	nt	4
GSIS activator	7	-37	0	7	4	16	-3
DENV2 CPE	-2	-3	-2	-5	nt	4	?
CFTR F508del cor	2.7	0.7	-2.0	0.3	nt	3.0	-4.8
